Screening results: PubChem, Sanford-Burnham Center for Chemical Genomics
UPR CHOP act = apoptotic UPR (CHOP) activation. activation, % at 10 µM. CHO-CHOP luciferase reporter, luminescence; percent of tunicamycin response over DMSO baseline. 330,000 tested, 0.34% active;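 active means at 10 µM dose, activation of 40% or more, normalized to positive control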;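 further: 100% = tunicamycin at 10 µg/mL and 0% = DMSO alone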
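Dosing – one dose, 10 µM in 0.5% DMSO · System – CHO-CHOP cells, stable luciferase reporter of PERK-eIF2a-CHOP signalling · Input – 500 cells/well · Control set – tunicamycin 10 µg/mL final as positive, DMSO-only wells as negative · Timing – 6 h compound treatment, 37 °C · Measure – % activation vs tunicamycin · Technique – luminescence read with Steady-Glo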
697 NFkB inh = lowers PMA/ionomycin-induced NF-kB signal in 697 B cells. 330,000 tested, 0.33% active. 697 B-cell NF-kB luciferase reporter, 16 h. AID 435022. inhibition, % at 4 µM; in the data active means inhibition above about 35%
Jurkat NFkB inh = inhibitors of the PMA/ionomycin-induced NF-kB reporter in Jurkat cells | PMA/ionomycin-induced NF-kB luciferase reporter, luminescence | inhibition, % at 4 µM | 330,000 tested, 0.53% active | AID 435003; in the data active means inhibition above about 50%
Mdm2-MdmX inh = inhibitors of human Mdm2/MdmX interaction; 330,000 tested, 3% active; O15151+Q00987; AID 485346; inhibition, % at 8 µM; SaOS-2 split-luciferase Mdm2/MdmX complementation, luminescence;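 active means inhibition of at least 50% at 8 µM in the primary screen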
Target sequence (O15151 whole entry, looked up): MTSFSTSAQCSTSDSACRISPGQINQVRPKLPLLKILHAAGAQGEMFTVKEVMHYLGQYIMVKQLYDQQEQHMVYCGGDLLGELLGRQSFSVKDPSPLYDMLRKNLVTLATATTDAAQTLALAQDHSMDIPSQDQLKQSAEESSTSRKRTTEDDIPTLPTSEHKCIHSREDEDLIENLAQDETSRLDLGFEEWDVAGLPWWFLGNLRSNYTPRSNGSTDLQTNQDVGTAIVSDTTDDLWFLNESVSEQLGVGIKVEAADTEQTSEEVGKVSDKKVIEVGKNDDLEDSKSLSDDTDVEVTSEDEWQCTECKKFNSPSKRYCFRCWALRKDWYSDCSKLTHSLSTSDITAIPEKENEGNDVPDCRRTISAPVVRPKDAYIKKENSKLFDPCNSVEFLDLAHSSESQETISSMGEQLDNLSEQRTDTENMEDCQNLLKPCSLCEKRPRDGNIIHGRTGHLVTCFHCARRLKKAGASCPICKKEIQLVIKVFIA
Target sequence (Q00987 whole entry, looked up): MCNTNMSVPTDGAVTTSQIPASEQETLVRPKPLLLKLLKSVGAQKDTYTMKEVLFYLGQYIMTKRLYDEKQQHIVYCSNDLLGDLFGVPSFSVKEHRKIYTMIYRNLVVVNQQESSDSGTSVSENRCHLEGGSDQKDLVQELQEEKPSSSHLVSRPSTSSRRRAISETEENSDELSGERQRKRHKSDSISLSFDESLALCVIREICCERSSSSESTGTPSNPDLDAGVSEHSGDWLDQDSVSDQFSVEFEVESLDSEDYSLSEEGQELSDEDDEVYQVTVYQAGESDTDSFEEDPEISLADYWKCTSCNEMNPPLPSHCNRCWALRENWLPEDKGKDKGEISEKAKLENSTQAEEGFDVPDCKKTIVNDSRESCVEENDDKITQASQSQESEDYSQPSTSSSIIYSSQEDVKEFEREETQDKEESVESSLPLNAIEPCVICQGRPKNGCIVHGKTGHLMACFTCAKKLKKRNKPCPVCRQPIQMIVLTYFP
tim23-1 inh = tim23-1 yeast growth inhibition. S. cerevisiae tim23-1 growth, BacTiter-Glo luminescence, 24 h. inhibition, % at 20 µM. 330,000 tested, 1.3% active. AID 463212;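 active means growth inhibition of the mutant yeast at or above 50%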;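 further: temperature-sensitive mutant grown at 25 °C; plate controls were DMSO-treated mutant yeast for no effect and medium wells lacking yeast for full effect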
TIM10 inh = inhibits growth of TIM10 yeast strain; S. cerevisiae TIM10 strain growth, BacTiter-Glo luminescence, 24 h; inhibition, % at 10 µM; 330,000 tested, 1.4% active;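 active means inhibition of 40% or more at the single tested concentration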;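 further: wild-type TIM10 isogenic control strain grown at permissive 25 °C; 0% = DMSO yeast wells and 100% = minimal medium wells without yeast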
tim10-1 inh = growth inhibitors of tim10-1 mutant yeast | AID 463190 | S. cerevisiae tim10-1 ts strain growth, BacTiter-Glo, 24 h | inhibition, % at 20 µM | 330,000 tested, 2.2% active;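 active means inhibition of at least 40%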;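 further: mutant grown at 25 °C; 0% = DMSO wells with yeast and 100% = wells holding no yeast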
UPR XBP1 act = activators of adaptive arm of unfolded protein response (XBP1) | CHO-XBP1 luciferase reporter, IRE1-XBP1 UPR activation, luminescence; percent of tunicamycin response, DMSO as zero | activation, % at 20 µM | 330,000 tested, 0.33% active | AID 463104;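 active means versus positive control, 20 µM dose yields 30% or more activation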;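 further: 100% = tunicamycin at 10 µg/mL and 0% = DMSO only wells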
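Signal: luciferase luminescence; Assay system: CHO-XBP1 luciferase reporter cells; Amount: one thousand reporter cells per well; Dosing: 20 µM single concentration, DMSO 1%; Benchmarks: high control tunicamycin 10 µg/mL final, low control DMSO vehicle only; Schedule: 6 h compound exposure at 37 °C, 5% CO2; Evaluation: percent activation relative to tunicamycin reference.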
An asterisk follows results filed as active.

mol	UPR XBP1 act	tim23-1 inh	697 NFkB inh	tim10-1 inh	Mdm2-MdmX inh	TIM10 inh	UPR CHOP act	Jurkat NFkB inh
COc1ccc(CCNC(=O)c2cccc(S(=O)(=O)N3CCCCCC3)c2)cc1	-1	38	-34	26	25	22	-0.3	-10
COC(=O)c1ccc(COC(=O)c2cnccn2)cc1	-3	5	11	-2	-8	7	-1.4	-2
COc1ccc(Nc2nc(C(F)(F)F)nc(C)c2C#N)cc1	2	8	19	8	6	10	-0.6	-3
Cc1ccc(S(=O)(=O)N2CCOCC2)cc1NC(=O)COC(=O)CCC(=O)c1cccs1	2	11	-1	13	-16	6	-0.2	2
Cc1nc(SCCO)c2oc3ccccc3c2n1	7	22	-10	30	-14	7	0.6	-13
COc1ccc(NC(=O)CSc2nnnn2-c2ccccc2F)cc1	-2	26	11	0	-5	6	0.5	3
Cc1cccc(N2CCN(c3nc4ccccc4n4cnnc34)CC2)c1C	10	64*	-13	70*	28	53*	0.6	-7
O=C(Nc1cccc2cccnc12)c1ccc2c(c1)OCCO2	4	41	-20	41*	-17	12	3.4	-53
COc1ccccc1CNC(=O)C1CC2Cn3c(nc4cc(C)c(C)cc43)C2N1C (centres undefined)	-3	-5	6	-9	9	8	1.0	5
CC(=O)c1c(N2CCCCC2)nc(=O)n(-c2ccccc2)c1C	-1	17	-52	7	8	4	1.1	-21
c1ccc(-c2nc3ccccc3[nH]2)nc1	-2	9	-70	20	-47	3	0.3	-87
Cc1nn(CC(=O)N2CCCc3ccccc32)c(C)c1[N+](=O)[O-]	-1	21	-8	16	19	-4	-0.2	-8
Cc1ccc(S(=O)(=O)N2CCC(C(=O)NCCc3ccc(S(N)(=O)=O)cc3)CC2)cc1	1	4	17	4	24	5	-1.0	4
O=[N+]([O-])c1cccc(-c2nnc3n2CCCCC3)c1	-2	4	4	12	7	-7	-0.7	-14
COC(=O)c1ccc(NC(=O)Cc2ccc(F)cc2)cc1	1	14	7	-3	13	-1	0.3	-15
O=C(CSc1nc(Nc2ccccc2)nc(N2CCOCC2)n1)Nc1ccccc1Cl	1	16	-39	20	75*	22	3.3	-6
CCOC(=O)N1CCC(NC(=O)c2cccc3c2C(=O)N(Cc2cccnc2)C3)CC1	-1	3	-9	17	7	10	1.9	-5
O=[N+]([O-])c1cccc(/C=C/c2nc[nH]c2[N+](=O)[O-])c1	-1	2	-8	-4	-5	-17	0.5	4
O=Cc1cc(Br)c(OC(=O)N2CCOCC2)c(Br)c1	4	13	11	25	19	2	1.0	-14
CCC(c1nnnn1C(C)(C)CC)N(CCCN1CCOCC1)Cc1cc2cccc(C)c2[nH]c1=O (centres undefined)	-2	8	18	11	11	18	0.7	3

Reprinted at random: two compounds from above
mol	UPR XBP1 act	tim23-1 inh	697 NFkB inh	tim10-1 inh	Mdm2-MdmX inh	TIM10 inh	UPR CHOP act	Jurkat NFkB inh
Cc1nn(CC(=O)N2CCCc3ccccc32)c(C)c1[N+](=O)[O-]	-1	21	-8	16	19	-4	-0.2	-8
CCC(c1nnnn1C(C)(C)CC)N(CCCN1CCOCC1)Cc1cc2cccc(C)c2[nH]c1=O (centres undefined)	-2	8	18	11	11	18	0.7	3

Next part:
mol	UPR XBP1 act	tim23-1 inh	697 NFkB inh	tim10-1 inh	Mdm2-MdmX inh	TIM10 inh	UPR CHOP act	Jurkat NFkB inh
CCOC(=O)COc1ccccc1/C=C1\NC(=O)NC1=O	-1	3	13	8	-9	-6	1.5	17
C/C(Cn1nnc([N+](=O)[O-])n1)=N\NC(=O)c1ccc(O)cc1	-1	4	24	15	1	6	1.1	10
Cn1c(=O)n(C)c2cc(NS(=O)(=O)c3ccc(Br)s3)ccc21	-2	-1	9	5	36	-4	0.1	13
O=C(c1ccccc1)N(Nc1ccccc1)c1ccccc1	0	10	-7	38	7	22	-0.1	-29
COc1ccc(OCC(=O)Nc2ccc(S(=O)(=O)N(C)c3ccccc3)cc2)cc1	-6	30	11	22	28	22	2.3	0
Cn1nc(-c2ccc(Cl)cc2)c2cc(C(=O)N3CCN(c4ccccc4)CC3)sc21	-3	24	-3	26	38	12	0.5	15
Cc1ccc(/C=N/NC(=O)c2nnn(-c3nonc3N)c2CN(C)C)o1	-1	9	4	-8	7	-10	3.0	-11
O=C(CC(C(=O)N1CCc2ccccc21)n1ccnc1)NCc1ccccc1 (centres undefined)	-2	8	9	8	29	4	0.8	-6
O=C(CSc1nnc(Cc2cccs2)n1Cc1ccco1)Nc1ccc(Br)cc1	0	21	14	10	-1	-2	-2.8	3
NC(=O)Cn1c(O)c(N=NC(=O)CNC(=O)/C=C/c2ccccc2)c2ccccc21	-4	13	-1	17	1	3	-0.3	7
CCCn1c(SCC(=O)N2c3ccccc3Sc3ccccc32)nc2c1c(=O)n(C)c(=O)n2C	6	26	3	24	24	18	0.7	10
Cc1ccc(S(=O)(=O)N2CCC(c3nnc(SCCN4CCCC4)n3C)CC2)cc1	-2	14	-15	-7	-5	-13	1.9	-24
Nc1ncncc1-c1ccc(Cl)cc1	-3	9	2	6	31	10	-0.4	12
O=C(O)c1cccc(S(=O)(=O)NNc2ccccc2C(F)(F)F)c1	1	21	9	16	17	-1	-0.9	9
O=C(c1ccc2nccnc2c1)N1CCCC(Nc2ccc(F)c(F)c2)C1 (centres undefined)	-1	8	-2	14	-2	-16	-1.9	-15
COC(=O)c1c(C)[nH]c(-c2csc(N)n2)c1C	-1	4	0	-5	65*	0	0.3	17
O=C(CSc1nnnn1-c1ccccc1)Nc1ccccc1	0	21	5	21	7	-1	1.0	6
COc1cc(/C=N/NC(=O)c2ccncc2)c([N+](=O)[O-])cc1OC	-4	-1	-12	-6	9	21	0.2	4
O=C(CSc1nc2ccccc2o1)Nc1ccccc1N1CCOCC1	-1	36	-15	23	-9	11	1.0	-18
CCOP(=O)(CN(CC)C(=O)c1ccccc1Br)OCC	-2	-2	9	12	25	8	1.0	4
COC1=CCC2([N+](=O)[O-])CN(CC(=O)O)CC1([N+](=O)[O-])C2 (centres undefined)	2	1	9	-10	5	6	1.3	2
Cn1ncc2c(Nc3ccc(-c4ccccc4)cc3)ncnc21	6	45	-436	-22	76*	19	1.6	-110
C[C@H](CO)N1C[C@H](C)[C@@H](CN(C)S(C)(=O)=O)Oc2ccc(NC(=O)c3ccncc3)cc2C1=O	-2	-7	20	-12	-2	0	-1.5	12
CCc1ccccc1NC(=O)CSC1=C(C#N)C(c2ccc3c(c2)OCO3)C2=C(CCCC2=O)N1 (centres undefined)	-6	14	-9	19	13	16	-2.8	2
COc1ccc(CC(=O)Nc2nc(-c3ccccc3)c(C(C)=O)s2)cc1OC	-5	18	-18	48*	33	12	1.2	-17
O=C(Nc1ccc(-c2nc3ccccc3[nH]2)cc1)c1c(F)c(F)c(F)c(F)c1F	0	-14	-1	-18	17	-15	-0.9	-10
COc1ccc(OC)c(/C=N/NC(=O)CCc2c(C)n[nH]c2C)c1	-5	11	7	1	20	3	0.5	-17
CC(=O)Nc1cccc(NC(=O)CCNC(=O)c2ccc(Cl)cc2)c1	4	4	14	-11	10	21	1.4	1
CC1CCCN(c2cc3c(cc2[N+](=O)[O-])C(=O)N(c2ccccc2)C3=O)C1 (centres undefined)	-1	-8	-9	-1	8	-8	3.5	3
COc1ccc(C)cc1NC(=O)CN1C(=O)COc2ccc(C)cc21	-3	17	18	10	23	3	0.6	4
Cc1noc(C)c1COc1ccc(C(=O)OCC(=O)NC2CCCCC2C)cc1 (centres undefined)	0	26	12	16	5	19	0.3	14
O=C(N/N=C/c1c[nH]c2ccccc12)c1ccn(Cc2ccc(Cl)cc2Cl)n1	-4	14	4	14	9	12	-0.5	22

Entries shown so far that have an aryl thioether with sulfur outside any ring (8):
mol	UPR XBP1 act	tim23-1 inh	697 NFkB inh	tim10-1 inh	Mdm2-MdmX inh	TIM10 inh	UPR CHOP act	Jurkat NFkB inh
Cc1nc(SCCO)c2oc3ccccc3c2n1	7	22	-10	30	-14	7	0.6	-13
COc1ccc(NC(=O)CSc2nnnn2-c2ccccc2F)cc1	-2	26	11	0	-5	6	0.5	3
O=C(CSc1nc(Nc2ccccc2)nc(N2CCOCC2)n1)Nc1ccccc1Cl	1	16	-39	20	75*	22	3.3	-6
O=C(CSc1nnc(Cc2cccs2)n1Cc1ccco1)Nc1ccc(Br)cc1	0	21	14	10	-1	-2	-2.8	3
CCCn1c(SCC(=O)N2c3ccccc3Sc3ccccc32)nc2c1c(=O)n(C)c(=O)n2C	6	26	3	24	24	18	0.7	10
Cc1ccc(S(=O)(=O)N2CCC(c3nnc(SCCN4CCCC4)n3C)CC2)cc1	-2	14	-15	-7	-5	-13	1.9	-24
O=C(CSc1nnnn1-c1ccccc1)Nc1ccccc1	0	21	5	21	7	-1	1.0	6
O=C(CSc1nc2ccccc2o1)Nc1ccccc1N1CCOCC1	-1	36	-15	23	-9	11	1.0	-18
